PAX8 inh HTS – PAX8 transcriptional activity inhibition; RMG-I TPO-luciferase reporter, SteadyGlo, 24 h; inhibition, % at 12.6 µM; actives 1.2% (n = 360,000); AID 652154;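 active = mean replicate inhibition at least 60% with every replicate also reaching 60%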;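 also: luciferase light reporting Pax8 driven TPO promoter activity; plate controls were median of neutral control wells for no effect and mitoxantrone controls for full effect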
PglD inh – PglD (C. jejuni) enzyme inhibition. purified PglD enzyme, DTNB colorimetric CoA detection. inhibition, % at 12.5 µM. actives 0.098% (n = 360,000). AID 602405; in the data active = inhibition above about 16%, passing the limit was not always enough; also: strong numbers were not always called active
LGR2 inh – inhibitors of bursicon-induced Drosophila LGR2 receptor cAMP signaling; HEK293 LGR2, CRE-luciferase, bursicon-stimulated, 4 h; inhibition, % at 9.99 µM; actives 0.35% (n = 380,000); AID 720647;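 active = drop in luminescence signal, shown as inhibition above about 50% in the replicate tests, limit read from the data, passing the limit was not always enough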;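 also: agonist challenge used bursicon conditioned medium at about half maximal strength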
Statin myotox sup – suppressors of simvastatin-induced myotoxicity in C2C12 myotubes; AID 602340; actives 0.78% (n = 330,000); rescue of ATP level, % at 7.49 µM; ATP luminescence, 48 h; scaled: DMSO 0, geranylgeraniol control 100;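 active = mean ATP rescue above about 67%, or every replicate alone reaching that limit, limit read from the data, passing the limit was not always enough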;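 also: myotubes were challenged with 10 µM simvastatin during compound exposure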
PGC1a acetyl inh – lowers PGC1a acetylation signal in U2OS cells; inhibition, % at 15.6 µM; actives 0.17% (n = 350,000); AlphaScreen anti-acetyl-lysine; with virally co-expressed GCN5 acetyltransferase;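 active = every replicate shows inhibition of at least 40%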;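 also: 0% = neutral control wells and 100% = positive control wells; some results beyond the cut were filed as inactive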
ARNT TACC3 PPI – disruptors of human ARNT/TACC3 interaction; inhibition, % at 9.99 µM; AID 623870; Q9Y6A5; actives 0.66% (n = 390,000); AlphaScreen His-ARNT PAS-B/GST-TACC3 binding, luminescence; TACC3 fragment carries E629A point mutation;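 active = mean inhibition of replicates at least 50% and at least half of replicates each reaching 50%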;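 also: 0% = complete ARNT plus TACC3 wells and 100% = ARNT alone without TACC3; many hits fall short of the cut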
Cneo AK release – Cryptococcus neoformans lysis via adenylate kinase release; C. neoformans lysis, adenylate kinase release luminescence, 4 h; normalised: neutral wells 0, clomiphene wells 100; lysis activity, % at 15 µM; actives 0.2% (n = 360,000); AID 651654;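 active = mean lysis activity across replicates of at least 80%, whatever share of replicates individually reach that level; inactive = mean lysis activity below 80%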
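Material: C. neoformans cells; Schedule: 4 h static compound exposure, 37 °C, read 1 h post-reagent; Measured by: adenylate kinase release luminescence; Read-out: signal increase indicating cell lysis; Controls: Clomiphene as positive lysis control.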
INS-1E GSIS act – GLuc luminescence reporter in INS-1E cells, primary screen for activators of glucose-dependent secretion of insulin; actives 0.61% (n = 370,000); INS-1E GLuc reporter insulin secretion, 2-3 h; activation, % at 16.6 µM; AID 743287;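 active = lowest replicate activation of at least 40%, so every replicate reaches that level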;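 also: 0% = median of neutral control wells and 100% = median of IBMX positive control wells; some compounds called inactive have numbers as strong as hits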
* marks the source's active call; other numbers are inactive results; · = not tested or not shown.

SMILES,PAX8 inh HTS,PglD inh,LGR2 inh,Statin myotox sup,PGC1a acetyl inh,ARNT TACC3 PPI,Cneo AK release,INS-1E GSIS act
Cc1cccc(-c2n[nH]c(=S)n2/N=C/C=C/c2ccco2)c1,1,-2,-5,9,·,6,-2,-10
CO[C@H](CN(C)C(=O)c1ccc2c(c1)OCO2)[C@@H](C)CN([C@H](C)CO)S(=O)(=O)c1ccc(C)cc1,·,-4,-1,3,0,-4,8,-14
COc1ccccc1C(=O)Nc1ccc2c(c1)C(=O)N(C)C[C@H](OC)[C@@H](C)CN(CC1CC1)[C@H](C)CO2,2,2,-15,4,-6,-2,-4,6
COc1ccccc1N=Cc1c(C)[nH]n(-c2ccc(C)cc2C)c1=O,-9,·,-4,-3,5,12,·,-23
O=C(NC(=S)N1CCN(c2nc(-c3ccccc3)cs2)CC1)c1cccnc1,-28,-5,-13,·,8,37,-9,-6
COc1ccc(S(=O)(=O)N(C)C[C@H]2OCCCC[C@H](C)Oc3ccc(NC(=O)CCCN(C)C)cc3C(=O)N([C@@H](C)CO)C[C@@H]2C)cc1,16,0,3,·,1,16,51,2
CCOc1ccc(-n2c(SCC(=O)Nc3cc(C)on3)nc3c(c2=O)SCC3)cc1,14,0,3,12,·,-3,18,3
COc1cc(N=Cc2c(O)[nH]c3ccccc23)cc(OC)c1OC,·,-7,11,-24,-3,19,-1,113
COc1ccc(-c2nnc3ccc(SCC(=O)N4CCOCC4)nn23)cc1,0,-8,6,-2,-9,·,1,-13
O=C(C[C@@H]1C=C[C@H](NC(=O)Nc2ccc3c(c2)OCO3)[C@@H](CO)O1)NCCCN1CCOCC1,-10,0,-3,7,-5,-5,3,6
Cc1c(C(=O)N2CCCCC2)c(S(=O)(=O)N(C)Cc2ccccc2)c(C)n1C,2,2,10,58,-8,-4,-3,-10
Cc1ccccc1CNC(=O)C1CCCN(c2cnccn2)C1 (stereo unspecified),0,-3,-9,11,-12,-6,0,12

Arranged by SMILES length (rising): part of the list above
SMILES,PAX8 inh HTS,PglD inh,LGR2 inh,Statin myotox sup,PGC1a acetyl inh,ARNT TACC3 PPI,Cneo AK release,INS-1E GSIS act
Cc1ccccc1CNC(=O)C1CCCN(c2cnccn2)C1 (stereo unspecified),0,-3,-9,11,-12,-6,0,12
COc1cc(N=Cc2c(O)[nH]c3ccccc23)cc(OC)c1OC,·,-7,11,-24,-3,19,-1,113
Cc1cccc(-c2n[nH]c(=S)n2/N=C/C=C/c2ccco2)c1,1,-2,-5,9,·,6,-2,-10
COc1ccc(-c2nnc3ccc(SCC(=O)N4CCOCC4)nn23)cc1,0,-8,6,-2,-9,·,1,-13
O=C(NC(=S)N1CCN(c2nc(-c3ccccc3)cs2)CC1)c1cccnc1,-28,-5,-13,·,8,37,-9,-6
Cc1c(C(=O)N2CCCCC2)c(S(=O)(=O)N(C)Cc2ccccc2)c(C)n1C,2,2,10,58,-8,-4,-3,-10
O=C(C[C@@H]1C=C[C@H](NC(=O)Nc2ccc3c(c2)OCO3)[C@@H](CO)O1)NCCCN1CCOCC1,-10,0,-3,7,-5,-5,3,6
COc1ccccc1C(=O)Nc1ccc2c(c1)C(=O)N(C)C[C@H](OC)[C@@H](C)CN(CC1CC1)[C@H](C)CO2,2,2,-15,4,-6,-2,-4,6
CO[C@H](CN(C)C(=O)c1ccc2c(c1)OCO2)[C@@H](C)CN([C@H](C)CO)S(=O)(=O)c1ccc(C)cc1,·,-4,-1,3,0,-4,8,-14
COc1ccc(S(=O)(=O)N(C)C[C@H]2OCCCC[C@H](C)Oc3ccc(NC(=O)CCCN(C)C)cc3C(=O)N([C@@H](C)CO)C[C@@H]2C)cc1,16,0,3,·,1,16,51,2

Later entries.
SMILES,PAX8 inh HTS,PglD inh,LGR2 inh,Statin myotox sup,PGC1a acetyl inh,ARNT TACC3 PPI,Cneo AK release,INS-1E GSIS act
COc1ccc(/C=N\NC(=O)C2=NNC(=O)C2C)cc1 (stereo unspecified),-48,5,·,-15,-5,6,9,·
CC(=NO)C1(C)CC=CCC1CO (stereo unspecified),0,2,0,2,-5,·,-1,·
CCOC(=O)N1CCC(NC(=O)CSCc2nc(-c3ccc(OCC)cc3)oc2C)CC1,21,·,-21,11,-2,2,·,-1
CC(C)CC#Cc1ccc2c(c1)O[C@H](CN(C)C(=O)c1ccccc1F)[C@H](C)CN([C@@H](C)CO)S2(=O)=O,·,-5,8,-19,-2,-3,1,-15
Cc1nc2scc(C)n2c(=O)c1S(=O)(=O)Nc1ccc(N2CCN(C(=O)C(C)C)CC2)cc1,22,3,-2,8,0,0,-2,-22
Cc1[nH][nH]c(=O)c1C(c1ccc(-c2cccc(C(=O)O)c2)o1)c1c(C)[nH][nH]c1=O,-89,·,-4,·,17,10,·,10
Cn1c(=O)c2[nH]c(-c3ccccc3)c(O)c2n(C)c1=O,3,·,8,·,·,-6,·,-11
CCCCC1(C2CCCC2)NC(=O)NC1=O (stereo unspecified),-12,-2,-2,3,3,0,0,7
CN=CC1=C(O)c2ccccc2C1=O,·,-2,·,5,1,-6,-1,·
CCNC(=O)[C@H]1[C@H](CO)[C@H]2Cn3c(cccc3=O)[C@@H]1N2CCC(F)(F)F,-4,-1,7,-1,·,-8,0,4
O=C(N[C@@H]1CC[C@@H](CCNC(=O)C2CCCC2)O[C@H]1CO)c1ccncc1,-8,0,15,5,0,-3,42,3
CC(NC(=O)CSc1nc2c(c(C(F)(F)F)n1)CCc1ccccc1-2)c1ccccc1 (stereo unspecified),·,-1,21,0,·,-5,2,-5

More results.
Each structure is followed by: PAX8 inh HTS | PglD inh | LGR2 inh | Statin myotox sup | PGC1a acetyl inh | ARNT TACC3 PPI | Cneo AK release | INS-1E GSIS act
- O=C(Nc1cccnc1)C1CCC(CNS(=O)(=O)c2cccc3nsnc23)CC1 (stereo unspecified)
  6 | -1 | -2 | -24 | -2 | -3 | -1 | 1
- Nn1c(C2CCC2)nc2cc(Cl)ccc2c1=O
  -2 | -4 | 9 | -3 | 2 | 2 | -2 | 18
- Cc1cccc(OCC(=O)OC(C)C(=O)Nc2ccc(S(=O)(=O)N3CCCCC3)cc2)c1 (stereo unspecified)
  -1 | · | 22 | · | · | -1 | · | -18
- CCN(CC)S(=O)(=O)c1cccc(C(=O)N[C@H](C(=O)OCC(=O)Nc2ccccc2)C(C)C)c1
  -13 | -5 | · | -8 | -2 | -1 | -2 | ·
- COc1cc2ccccc2cc1C(=O)Nc1ccc(Cl)cn1
  -99 | -2 | · | -33 | · | -4 | 0 | ·
- CCC(=O)Nc1ccc2c(c1)nc(CCNC(=O)c1ccco1)n2C
  -3 | -6 | 12 | 3 | -8 | -3 | 1 | -2
- COC(=O)c1sccc1NC(=O)Cc1ccc(OC)cc1
  -27 | · | -20 | · | 11 | 23 | · | 30
- C[C@@H]1CN([C@@H](C)CO)C(=O)c2c(c3ccccc3n2C)-c2ccccc2CO[C@@H]1CN(C)S(=O)(=O)c1cccc(C#N)c1
  32 | 7 | -1 | 15 | -16 | 4 | 52 | -17
- CC(=O)Nc1ccc(S(=O)(=O)Nc2cccc(-c3cn4c(n3)SCC4)c2)cc1
  18 | · | 0 | · | · | 4 | · | 6
- CCOC(=O)C1(CC2CC2)CCN(Cc2ccc(OC)cc2F)CC1
  11 | · | 4 | · | 2 | 4 | · | 4
- Cc1cccc(-n2nc3c(c2NC(=O)c2ccco2)CSC3)c1C
  · | -5 | · | 6 | -9 | -32 | -4 | ·
- CC(=O)c1ccccc1NC(=O)COC(=O)c1ccccc1NC(=O)c1ccccc1
  8 | · | -4 | · | · | -7 | · | 21
- CCCc1c(C(=O)N/N=C/C(C)=C/c2ccco2)nnn1-c1nonc1N
  23 | 0 | -7 | -8 | 0 | 1 | -1 | -10
- CCc1nnc(NC(=O)CCN(c2ccc(C)cc2)S(=O)(=O)c2ccccc2)s1
  -16 | · | 5 | · | · | 2 | · | 0
- CC(C)C1C2=C(CC(C)(C)CC2=O)ON1c1ccccc1 (stereo unspecified)
  · | 2 | · | -5 | -9 | -16 | -1 | ·
- O=[N+]([O-])c1ccc(CSc2nnc(SCc3ccccc3)s2)cc1
  -3 | · | · | · | 1 | -10 | -1 | 5
- Cc1ccc2[nH]c(O)c(N=Nc3ccccc3C)c2c1
  -59 | 2 | 11 | 8 | 10 | -1 | 0 | 3
- C[C@@H](C(=O)Nc1cccc(S(=O)(=O)N2CCOCC2)c1)N1C(=O)C2CC=CCC2C1=O (stereo partly specified)
  -2 | -3 | 31 | 4 | 8 | 3 | -1 | 3
- CCc1ccc(NC(=O)COC(=O)CCC2CCCC2)cc1
  -8 | -3 | -4 | 4 | 5 | 1 | 1 | 4
- CCCN(CCC)C1Sc2ccc(C(=O)OC)cc2NC1=O (stereo unspecified)
  · | -2 | · | -9 | 2 | -3 | 1 | 12

Next part.
Each structure is followed by: PAX8 inh HTS | PglD inh | LGR2 inh | Statin myotox sup | PGC1a acetyl inh | ARNT TACC3 PPI | Cneo AK release | INS-1E GSIS act
- C[C@H](CO)N1C[C@H](C)[C@@H](CN(C)S(=O)(=O)c2ccc(F)cc2)Oc2ccc(N(C)C)cc2C1=O
  7 | 1 | · | 8 | 1 | 19 | 49 | -9
- O=C(c1ccccc1)N(Cc1nc2ccccc2c(=O)[nH]1)C1CCCC1
  11 | · | 18 | · | · | -7 | · | 8
- COc1ccc([C@@H]2CC(=O)[C@@H]3CN(S(=O)(=O)c4ccc(Cl)cc4)[C@H](c4ccc(C)cc4)C[C@@H]3N2S(=O)(=O)c2ccccc2)cc1
  2 | -2 | · | 6 | 4 | · | 10 | ·
- O=C(CCN1C(=O)C2CC=C(Cl)CC2C1=O)NCc1ccccc1 (stereo unspecified)
  · | 7 | · | -7 | · | -1 | 0 | ·
- CCc1ccc(C(=O)CSc2n[nH]c(-c3ccncc3)n2)cc1
  · | -6 | -17 | -17 | -19 | -20 | 2 | 34
- COC(=O)CN(c1ccccn1)S(=O)(=O)c1ccccc1
  · | 2 | · | -4 | -37 | · | 1 | ·
- Clc1ccc2nc(-c3ccc4c(c3)OCO4)cn2c1
  17 | 4 | 86* | -32 | 1 | 11 | -21 | 14
- Cc1ccc(NC(=O)Cc2ccsc2)cc1Cl
  -32 | 2 | -34 | -9 | 13 | 8 | -3 | 6
- COc1ccc(-c2csc(NC(=O)c3c(OC)cccc3OC)n2)cc1
  5 | -7 | 24 | -7 | · | 8 | 1 | 9
- CC(C)(O)C#Cc1ccc([C@@H]2[C@H]3CN(C(=O)c4ccncc4)CCCCN3[C@H]2CO)cc1
  -4 | -1 | 3 | -1 | 2 | 22 | 46 | 4
- CC(OC(=O)CCCN=C1NS(=O)(=O)c2ccccc21)C(=O)Nc1ccccc1[N+](=O)[O-] (stereo unspecified)
  -5 | 2 | 17 | 8 | 7 | · | 0 | 4
- O=C(CN1C(=O)NC2(CCCCCCC2)C1=O)N1CCc2ccccc2C1
  0 | 1 | · | 2 | 5 | 1 | -2 | ·
- COc1ccc([C@H]2CC(=O)C=C(c3ccc4ccn(C)c4c3)C2)cc1
  -63 | 2 | -67 | 14 | -8 | 35 | 1 | 7
- COc1ccccc1C(=O)N1CCN(C(=O)[C@H]2O[C@@H](n3cnc4c(N)ncnc43)[C@H](O)[C@@H]2O)CC1
  -4 | 0 | 2 | 0 | -16 | · | 0 | 16
